Bioassay records deposited in PubChem by several laboratories.
SR-BI uptake up = SR-BI HDL lipid transfer activation. CHO ldlA[mSR-BI] cells, DiI-HDL uptake fluorescence, 3 h; 100 = double the neutral-control signal. activation, % at 12.5 µM. 0.096% of 320,000 active;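 active means mean replicate activation of at least 60% and every replicate at or above 60%; inconclusive means mean or all-replicate condition met, but not both; inactive means mean below 60% and not all replicates reaching 60%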;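 further: 0% = median plate neutral-control signal and 100% = twice that signal; values of inactives mirror those of a sister screen read the other way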
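system = CHO ldlA[mSR-BI] cells, LDL receptor-null, SR-BI overexpressing | medium = Ham's F12 with 0.5% BSA, HEPES 25 mM, pH 7.4 | probe or stimulus = DiI-HDL 10 µg/mL | compound dosing = single-point compound dose | incubation = compound exposure 3 h, 37 °C | technique = DiI fluorescence, bottom read | read-out = cell-associated DiI fluorescence as measure of HDL uptake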
Tat transport = inhibitors of E. coli Tat protein transport. E. coli MC4100 TorA-mCherry Tat export, fluorescence. inhibition, % at 10 µM. 0.036% of 340,000 active. AID 488895;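 active means mean replicate inhibition at least 50% and at least half of replicates individually reaching 50%; inconclusive means only one of the two criteria met; inactive means neither criterion met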;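 further: exported cargo escapes ClpAP degradation while cytoplasmic cargo is degraded and loses fluorescence; 0% = median of neutral control wells and 100% = median of NaSCN control wells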
MITF act = MITF TRPM1 promoter activation in melanoma cells | activation, % at 12.5 µM | SK-MEL-5 TRPM1-promoter luciferase, 24 h; % of positive control, neutral wells = 0 | 0.75% of 300,000 active | AID 588334;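 active means mean activation of at least 80% with every replicate also reaching 80%; inconclusive means mean reaches 80% but some replicate falls short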;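 further: 0% = neutral control wells and 100% = parthenolide positive control wells; values of inactives mirror those of a sister screen read the other way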
CAL PDZ FP-1 = inhibitors of human CAL PDZ peptide binding. purified CAL PDZ, TMR-peptide fluorescence polarization, 1 h. inhibition, % at 24.9 µM. 0.92% of 300,000 active. AID 602252;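 active means mean inhibition of at least 30% with at least half of replicates also reaching 30%; inconclusive means no clear call, values can overlap the other calls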;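 further: 0% = DMSO neutral control and 100% = excess unlabeled competitor peptide PRC23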
CAL PDZ FP-2 = human CAL PDZ-peptide interaction inhibition; purified CAL PDZ, TMR-peptide fluorescence polarization, 1 h; 0.02% of 330,000 active; AID 504414; inhibition, % at 20 µM; Q9HD26;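 active means highest replicate inhibition of at least 40%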;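 further: plate controls were DMSO neutral control wells for no effect and unlabeled competitor peptide control wells for full effect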
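System: purified tagged CAL PDZ domain construct (CerCALP). Schedule: 1 h incubation at room temperature before polarization reading. Medium: 25 mM sodium phosphate pH 7.4, 150 mM NaCl, TCEP, IgG, Thesit. Read-out: percent inhibition from loss of millipolarization. Measured by: FP readout, S and P plane fluorescence. Probe or stimulus: fluorescent TMR peptide probe.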
SR-BI HDL uptake = blocks mouse SR-BI lipid uptake from DiI-HDL | Q61009 | ldlA[mSR-BI] CHO cells, DiI-HDL uptake fluorescence, 3 h | inhibition, % at 12.5 µM | 0.96% of 320,000 active | AID 488896;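 active means mean replicate inhibition of at least 70% and a set share of replicates each scoring 70 or more; inconclusive means meets just one of the two criteria; inactive means fails both criteria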;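 further: 0% = median of neutral control wells and 100% = median of positive control wells; values of inactives mirror those of a sister screen read the other way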
Target sequence (Q61009 whole entry, looked up): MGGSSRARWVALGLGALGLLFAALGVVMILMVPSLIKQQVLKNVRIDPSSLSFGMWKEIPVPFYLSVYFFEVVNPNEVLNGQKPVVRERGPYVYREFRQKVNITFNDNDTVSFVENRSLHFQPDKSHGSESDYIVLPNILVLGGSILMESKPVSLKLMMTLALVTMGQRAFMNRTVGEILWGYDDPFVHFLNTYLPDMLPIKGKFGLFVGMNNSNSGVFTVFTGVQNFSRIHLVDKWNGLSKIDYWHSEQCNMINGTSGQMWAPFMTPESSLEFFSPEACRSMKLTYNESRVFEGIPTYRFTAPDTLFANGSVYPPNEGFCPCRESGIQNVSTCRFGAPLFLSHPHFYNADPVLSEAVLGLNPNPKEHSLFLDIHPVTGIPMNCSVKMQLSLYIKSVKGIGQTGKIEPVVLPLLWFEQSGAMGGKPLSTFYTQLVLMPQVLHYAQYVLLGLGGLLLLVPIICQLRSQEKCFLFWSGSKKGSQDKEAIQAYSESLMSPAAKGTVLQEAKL
phage Ecoli inh = E. coli growth loss with phage present. growth absorbance. inhibition, % at 11.9 µM. 0.26% of 360,000 active. AID 651602; in the data active means inhibition above about 11%
Wnt act = Wnt/beta-catenin pathway activation; activation, % at 9.35 µM; Wnt/beta-catenin reporter cell assay, activator, plate reader; 1.2% of 300,000 active; in the data active means activation above about 30%, passing the limit was not always enough; inconclusive means no clear call, values can overlap the other calls;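 further: 0% = neutral control wells and 100% = positive control wells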
E coli growth = counter-screen for AddAB inhibitors: E. coli growth inhibition | AID 449728 | 0.27% of 330,000 active | E. coli V3065 growth, OD600 absorbance, 18 h | inhibition, % at 11.9 µM;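 active means inhibition above the campaign's mean inhibition across all tested compounds plus 3 SD, cut at about 9.9% in these data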;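 further: uninfected addAB+ strain grown without phage in ampicillin broth; 0% = DMSO wells and 100% = ciprofloxacin 0.95 µg/ml wells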
AddAB inh = less growth of phage-infected E. coli with AddAB; inhibition, % at 11.9 µM; E. coli expressing H. pylori AddAB, absorbance growth; 0.29% of 330,000 active; AID 435030; in the data active means inhibition above about 12%;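 further: 0% = vehicle wells of infected cells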
Numbers without * were called inactive; ? = inconclusive; . = not tested or not shown.

SMILES	SR-BI uptake up	Tat transport	MITF act	CAL PDZ FP-1	CAL PDZ FP-2	SR-BI HDL uptake	phage Ecoli inh	Wnt act	E coli growth	AddAB inh
O=C1C2C(C(=O)N1/N=C/c1cc(Br)cc([N+](=O)[O-])c1O)C1C=CC2C12CC2 (centres undefined)	28.7	5.9	5.2	-1.2	-1.1	-28.7	-0.4	.	1.4	4.1
O=c1c2ccccc2nc(-c2ccco2)n1Cc1ccccc1	-3.5	7.4	96.3*	.	-0.2	3.5	0.8	.	0.1	1.7
Cc1ccc(NS(=O)(=O)c2ccc(NC(=O)c3ccccc3C(=O)O)cc2)c(C)c1	14.5	1.4	-6.9	3.7	-0.4	-14.5	3.2	-0.1	1.2	2.3
NS(=O)(=O)c1ccc(CCNC(=O)c2nc(CS(=O)(=O)c3ccc(Cl)cc3)no2)cc1	-49.4	-4.5	-3.0	0.4	-3.9	49.4	-1.0	-2.2	-0.7	3.5
O=C(c1ccc(F)c(F)c1)N1CCCc2ccccc21	-16.8	-3.6	2.7	-4.2	.	16.8	1.3	-0.5	-1.0	2.0
CC1=CC(c2ccccc2)n2nc(N3C(=O)C4CC=CCC4C3=O)nc2N1 (centres undefined)	7.4	4.6	0.5	-0.7	-1.2	-7.4	0.9	2.5	-0.1	3.4
COCCn1c(=NC(=O)CSC(C)=O)sc2cc(OC)ccc21	-41.4	-1.0	.	.	-2.2	41.4	2.5	-0.7	-0.4	1.2
Cc1cc(NC(=O)CCC(=O)N(c2ccccc2)C2(C(=O)NC3CCCCC3)CCCC2)no1	19.7	6.2	-5.1	-3.4	0.1	-19.6	2.2	-1.5	-1.3	1.5
CCc1sc(NC(=O)c2cc3ccccc3oc2=O)nc1-c1cccs1	-10.1	3.8	20.6	.	0.1	10.1	3.6	-0.2	2.2	1.8
Cc1ccc2cc(CN(CCN3CCCC3)C(=O)Nc3ccc(F)cc3)c(=O)[nH]c2c1C	-6.2	-7.9	-6.3	-5.9	-2.2	6.2	3.3	.	-2.7	1.9
CCOC(=O)CSc1nc(C)cc(Oc2ccc(=O)n(C)n2)n1	-0.6	-3.7	-0.4	2.8	-0.2	0.6	3.1	0.5	-1.9	-1.3
CCOC(=O)N1CCN(C(=O)CCN2C(=O)/C(=C\c3ccccc3OC)SC2=S)CC1	13.2	1.4	1.0	-2.0	-2.0	-13.2	.	.	1.8	3.4
O=C(CSc1nccc(=O)[nH]1)Nc1ccc(Oc2ccccc2)cc1	-5.0	5.6	0.8	5.2	38.4	5.0	2.2	2.8	0.6	-0.4
Cc1ccc(S(=O)(=O)N(Cc2ccc(C(F)(F)F)cc2)C(=O)N2CCN(C)CC2)cc1	20.7	-9.5	5.3	-1.6	-0.6	-20.7	3.7	-0.9	0.6	-0.6
CC(C)COC(=O)/C(C#N)=C/c1cn(Cc2ccccc2)c2ccccc12	2.2	-5.3	6.6	8.1	-0.7	-2.2	5.2	.	-1.8	-0.2
COc1cccc(-c2nc(CS(=O)CC(=O)NCCc3ccccc3)c(C)o2)c1 (centres undefined)	-12.5	-1.2	-11.6	-5.3	-0.7	12.5	1.4	1.4	0.0	1.9
CCOC(=O)N1CCN(C(=O)c2ccc(SC)cc2OC)CC1	-2.7	4.1	1.0	0.6	-1.0	2.7	2.3	-1.5	-2.5	-1.2
CCOC(=O)c1c(C)nc2c3ccccc3ccn12	15.6	6.7	.	-0.9	-3.3	-15.6	-1.2	?	-0.4	0.9
CCN(CC)P(=O)(C(NC(=O)OC)C(F)(F)C(F)(F)C(F)(F)C(F)F)N(CC)CC (centres undefined)	0.1	-0.2	-2.1	-2.3	-0.4	-0.1	-0.5	.	-1.7	0.0
COc1ccc(-c2nc(N)nc(C(F)(F)F)c2-c2csc(C)n2)c(O)c1	.	2.3	-12.7	-1.2	-1.3	.	-0.8	-2.7	0.0	2.3
CCCC[n+]1c(-c2ccc(Cl)cc2Cl)csc1Nc1ccccc1	23.4	4.2	32.6	-3.3	1.4	-23.4	1.4	.	-1.3	1.1
O=C(Nc1ccc(F)cc1)N1CCN(C/C=C/c2ccccc2)CC1	-7.2	4.1	.	-0.3	-2.7	7.2	3.8	-2.2	-1.0	-0.4
CCn1c(NC(C)=O)c(-c2ccccc2Cl)c(=O)c2ccccc21	20.7	15.4	0.4	0.0	-0.6	-20.7	3.1	1.0	0.2	-2.0
Cc1nnc(SCC(=O)Nc2ccc3c(c2)OCO3)o1	-12.5	-6.3	-7.5	-7.0	.	12.5	1.6	.	1.3	1.7
Cc1ccc(NC(=O)CSc2nnc(CNC(=O)c3ccco3)o2)cc1	9.0	0.2	9.2	-0.9	-2.9	-9.0	4.2	0.9	-2.7	2.1
O=C(C1=NN[C@@H]2C(=O)N(c3cccc(C(F)(F)F)c3)C(=O)[C@H]12)c1ccc2ccccc2n1	28.8	-9.0	-15.0	0.9	-2.6	-28.8	0.6	.	-0.3	2.6
COc1cccc(NC(=O)N[C@@H](Cc2ccccc2)C(=O)O)c1	.	-2.4	14.5	-2.8	-0.8	-22.8	3.3	.	3.1	2.8
O=S(=O)(Nc1ccc(-c2csc(-c3ccccc3)n2)cc1)c1ccc(F)cc1	7.2	7.5	-1.9	-0.2	0.0	-7.2	5.2	.	1.9	3.2
CCOC(=O)c1nnn(-c2nonc2N)c1COc1c(C=O)cccc1OC	4.9	3.6	1.1	-0.7	-0.3	-4.9	3.8	.	-0.5	0.7
S=c1[nH]nc(COc2ccccc2)n1/N=C/C=C/c1ccccc1	-1.7	2.1	4.8	-4.6	0.0	1.7	2.8	-3.4	-1.9	1.2
CN(C)S(=O)(=O)c1cccc(C(=O)c2nccn2C)c1	-4.9	9.0	-0.1	2.7	9.2	4.9	1.8	-1.4	-1.0	0.1
COc1ccc2[nH]cc(CCn3ccc(O)c(C/C=C/c4ccccc4)c3=O)c2c1	-9.0	-3.3	-5.4	1.5	-0.2	9.0	-4.1	-1.1	-1.2	0.3
C/C(N)=C(/C#N)C(=O)COC(=O)c1cccc(O)c1	5.1	-1.7	19.0	1.4	-0.9	-5.1	0.1	4.3	0.2	1.4
CCC(C)Nc1nc(OC)nc(N(C)C#N)n1 (centres undefined)	4.6	-0.4	12.2	-4.5	-4.5	-4.6	1.4	3.0	1.1	4.0
CCN1CCN(CC(=O)c2ccc(OC)cc2)CC1	4.7	-4.6	1.2	0.7	-3.2	-4.7	3.6	-1.8	3.8	4.7
CCN(C(=O)COC(=O)/C(C#N)=C/c1ccc(OC)cc1)C1CCS(=O)(=O)C1 (centres undefined)	3.3	0.8	-9.9	-1.7	0.5	-3.3	4.1	-1.7	-0.9	1.0
Cc1cccc(NC(=O)/C=C/c2ccc([N+](=O)[O-])s2)c1	-55.1	2.4	-94.7	0.8	-0.1	55.1	5.5	.	4.8	1.6
CCC(CC)C(=O)NN(C(=O)c1ccncc1)C1CC(=O)N(c2ccccc2)C1=O (centres undefined)	13.6	-14.3	-3.3	.	0.0	-13.6	0.1	-2.5	0.0	2.5
COc1ccc(OC)c(C(=O)CSc2nnc(-c3cccs3)n2C)c1	4.1	0.0	-6.6	0.5	-1.0	-4.1	0.0	.	0.5	-1.1
CCOc1cccc(-c2nc3cc(C)ccc3o2)c1	11.6	-0.3	39.5	0.7	-2.5	-11.6	-3.7	.	-1.5	1.4
CCOc1ccc(OCc2ccc(C(=O)NN)o2)cc1	-19.4	-0.3	11.3	-7.2	-1.4	19.4	1.6	-1.2	-0.6	-0.5
Cc1ccc(NC(=O)CSc2nnc(Cc3ccccc3)o2)cc1	7.5	6.0	12.2	-2.0	-2.7	-7.5	5.9	1.8	0.6	4.4
CCCc1nc2oc3c(NCCN(C)C)ncnc3c2c2c1CCCC2	8.4	4.5	.	-4.9	-4.0	-8.4	2.0	.	-3.4	-0.5
CCOC(=O)C1CCCN(C(=O)c2cc(Cl)ccc2Cl)C1 (centres undefined)	14.6	-1.0	7.4	-0.2	0.2	-14.6	-0.1	.	-1.1	2.1
C=CCN1C(=O)c2ccc(C(=O)N3CCC(C(N)=O)CC3)cc2C1=O	30.9	?	1.3	1.6	1.3	-30.9	2.3	-2.2	-1.4	-3.6
CC(=O)Cc1nsc(NC(=O)c2ccc(Cl)cc2Cl)n1	5.2	-1.8	5.9	0.5	-1.3	-5.2	3.0	1.6	2.0	0.1
Cc1ccc(S(=O)(=O)N(C)/N=C/c2ccc(N(C)C)cc2)cc1	12.6	-3.6	-1.8	-3.5	.	-12.6	0.9	-0.5	-1.1	-1.9
Cc1ccc2c(c1)C(c1ccccc1)N(C(=O)C(C)C)CC(=O)N2 (centres undefined)	9.9	6.3	-0.7	.	-0.9	-9.9	1.6	-2.1	.	.
C=CCSc1nnc(NC(=O)C2CC(=O)N(Cc3ccc(C)cc3)C2)s1 (centres undefined)	19.1	-5.6	-19.5	-2.1	0.3	-19.1	1.1	6.8	-2.3	1.4
COc1ccc(NC(=O)COc2cccc(C(F)(F)F)c2)cn1	10.3	10.2	9.3	-3.1	-2.5	-10.3	3.0	1.1	-0.8	-0.1
Cc1ccc(OCCNC(=O)c2ccccc2SCC(=O)N2CCCC2)cc1	-48.3	-2.6	3.4	-9.1	-0.2	48.3	1.6	-2.2	-0.8	0.3
Cc1ccc(-c2csc(NC(=O)c3cccc(N4C(=O)CCC4=O)c3)n2)o1	-62.4	-5.2	.	.	-1.2	63.8	.	.	-0.5	-1.1
O=C(NCC(c1ccco1)N1CCN(c2ccccc2F)CC1)C(=O)NC1CCCC1 (centres undefined)	-15.6	3.8	-4.6	0.7	-0.9	15.6	2.2	-2.1	2.7	-0.9
CCOC(=O)C1(CCCc2ccccc2)CCN(Cc2ccn[nH]2)CC1	17.4	1.7	-8.9	10.9	-1.1	-17.4	4.5	2.0	-3.0	0.2
C=CCc1ccccc1OCCSc1nc2ccc([N+](=O)[O-])cc2s1	-14.1	4.3	-13.5	-2.8	-1.8	14.1	4.8	.	-0.2	1.4
CCn1ncc(C2=NOC(C(=O)NCCc3ccccc3)C2)c1C (centres undefined)	-10.6	-5.0	-1.9	-1.7	0.2	10.6	0.2	.	-2.5	1.6

Reprinted at random: two entries already listed
SMILES	SR-BI uptake up	Tat transport	MITF act	CAL PDZ FP-1	CAL PDZ FP-2	SR-BI HDL uptake	phage Ecoli inh	Wnt act	E coli growth	AddAB inh
Cc1ccc(S(=O)(=O)N(C)/N=C/c2ccc(N(C)C)cc2)cc1	12.6	-3.6	-1.8	-3.5	.	-12.6	0.9	-0.5	-1.1	-1.9
C=CCc1ccccc1OCCSc1nc2ccc([N+](=O)[O-])cc2s1	-14.1	4.3	-13.5	-2.8	-1.8	14.1	4.8	.	-0.2	1.4
